# Assay outcomes: PubChem, Dana-Farber Cancer Institute and Novartis Institutes for BioMedical Research (Cambridge, Mass)
# OTUD3 block: human OTUD3 deubiquitinase inhibition. 47,000 compounds, 0.7% hits. inhibition, % at 25 µM. purified OTUD3, Ub-rhodamine fluorescence, 2 h
# Target sequence (Q5T2D3 whole entry, looked up): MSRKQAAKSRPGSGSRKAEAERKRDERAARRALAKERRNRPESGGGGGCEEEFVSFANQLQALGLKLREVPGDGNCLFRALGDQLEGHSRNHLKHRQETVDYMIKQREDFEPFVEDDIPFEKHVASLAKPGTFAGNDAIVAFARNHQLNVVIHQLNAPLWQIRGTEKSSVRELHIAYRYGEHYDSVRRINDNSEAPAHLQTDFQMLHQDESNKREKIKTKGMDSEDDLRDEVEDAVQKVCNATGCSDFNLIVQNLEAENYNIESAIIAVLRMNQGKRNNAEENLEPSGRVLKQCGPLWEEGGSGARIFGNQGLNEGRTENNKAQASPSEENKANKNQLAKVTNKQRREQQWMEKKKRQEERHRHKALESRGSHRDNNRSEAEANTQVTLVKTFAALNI
# USP28 inh: blocks human USP28 ubiquitin-rhodamine cleavage; 47,000 compounds, 3% hits; Q96RU2; inhibition, % at 25 µM; AID 1645857; purified USP28, Ub-rhodamine cleavage fluorescence, 30 min
# USP30 inh: blocks human USP30 ubiquitin-rhodamine cleavage; inhibition, % at 25 µM; purified USP30, Ub-rhodamine cleavage fluorescence; 47,000 compounds, 5.3% hits
# USP17 inh: inhibitors of human USP17 deubiquitinase; purified USP17, Ub-rhodamine cleavage fluorescence, 3 h; inhibition, % at 50 µM; 47,000 compounds, 6.5% hits; A8MUK1
# USP7 block: inhibitors of human USP7 deubiquitinase; AID 1645854; Q93009; purified USP7, Ub-rhodamine cleavage fluorescence; 47,000 compounds, 0.3% hits; inhibition, % at 20 µM
# USP10 block: human USP10 deubiquitinase inhibition. Q14694. purified USP10, Ub-rhodamine fluorescence, 60 min. inhibition, % at 20 µM. 47,000 compounds, 1.1% hits. AID 1645856
# UCHL1 inh: inhibitors of human UCHL1 deubiquitinase; AID 1645859; inhibition, % at 20 µM; P09936; purified UCHL1, Ub-rhodamine cleavage fluorescence; 47,000 compounds, 0.2% hits
# Target sequence (P09936 whole entry, looked up): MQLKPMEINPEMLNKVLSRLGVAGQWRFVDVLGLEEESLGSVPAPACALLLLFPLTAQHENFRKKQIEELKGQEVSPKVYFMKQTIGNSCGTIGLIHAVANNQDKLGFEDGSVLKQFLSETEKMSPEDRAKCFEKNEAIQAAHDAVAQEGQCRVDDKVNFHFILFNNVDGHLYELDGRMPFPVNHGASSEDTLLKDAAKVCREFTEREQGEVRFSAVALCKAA
# USP8 block: blocks human USP8 ubiquitin-rhodamine cleavage; inhibition, % at 20 µM; 47,000 compounds, 4.2% hits; purified USP8, Ub-rhodamine cleavage fluorescence, 30 min; P40818; AID 1645853
# Numbers without * were called inactive; i = inactive; . = not tested or not shown. No stated cut-off is given here; in the data, active means inhibition above about 30%; inactive means the rest.
SMILES,OTUD3 block,USP28 inh,USP30 inh,USP17 inh,USP7 block,USP10 block,UCHL1 inh,USP8 block
COc1cccc(NC(=O)C(C#N)C(=O)C2CC2c2cccc(C)c2)c1 (stereo not drawn),10,27,31*,15,14,23,3,-244
Cc1nc(-c2cccnc2)nc(N(C)C)c1Cl,12,24,22,14,2,0,2,5
Cc1ccc(Nc2ncc(C(=O)NCC3COc4ccccc4O3)c3ccccc23)cc1Cl (stereo not drawn),0,8,4,0,8,5,4,6
CCC(Sc1ccc2nnc(CCNC(=O)c3ccc(OC)cc3)n2n1)C(=O)OC (stereo not drawn),6,11,13,8,3,-3,0,15
Cc1ccc(C(=O)N2CC[C@@H]3CN(C(=O)c4ccccc4)[C@@H]3C2)cc1,-2,-4,7,3,0,0,0,-1
Cc1nc2ccccc2n1CC(O)Cn1c2ccccc2c2ccccc21 (stereo not drawn),1,0,11,4,4,0,4,14
COc1ccc(Cc2noc(C3(c4cccc(Cl)c4)CCOCC3)n2)cc1,-10,-12,-16,-25,-12,3,1,-4
O=C(CN1C(=O)C2CCCN2C(=O)c2cc(F)ccc21)Nc1cccc(F)c1 (stereo not drawn),-8,-14,-2,-10,0,1,-8,-3
CCN(CCO)c1ncnc2c1oc1nc3c(cc12)COC(C)(C)C3,-5,-7,-14,-5,-1,-1,-1,0
c1ccc(Cn2cc(-c3noc(-c4cccnc4)n3)nn2)cc1,-1,-3,17,7,-1,4,1,7
Cn1cccc1C(=O)N1CCCC2(C1)Nc1cccnc1NC2=NC1CCCC1 (stereo not drawn),-243,-217,i,-214,-35,-8,-46,-266
CC(=O)N(O)CCCC[C@H](NC(=O)CC(O)(CC(=O)N[C@@H](CCCCN(O)C(C)=O)C(=O)O)C(=O)O)C(=O)O,-27,-26,-71,-26,-1,-4,-9,-43
COc1cccc(-c2cc(C(F)(F)F)nc(-n3nnc4ccccc43)n2)c1,10,0,0,5,3,-1,3,3
CN(C)CC(=O)N1CCc2ccccc2C(c2ccccc2)C1 (stereo not drawn),-2,0,1,2,-10,1,-3,-18
COc1ccc(-c2cc(CC3(C(=O)O)CCCN(C(=O)C4CC4)C3)on2)cc1 (stereo not drawn),11,9,13,10,2,1,-1,12
Cc1cccc(Nc2ccccc2C(=O)OCC(=O)Nc2ccc(N3CCOCC3)cc2)c1C,12,8,19,13,4,3,-1,13
Cc1nc(NC(=O)c2ccc(F)cc2Cl)sc1-c1ccccc1,-3,10,0,-1,-10,0,3,0
CCn1ncc2ccc(NC(=O)c3cnc4ccccc4n3)cc21,-2,-2,-10,7,3,-4,0,3
O=C(c1ccc([N+](=O)[O-])cc1)N1CCC(c2nc3c(nnn3Cc3cccc(F)c3)c(=O)[nH]2)CC1,3,9,21,-3,-17,8,5,-116
COc1ccc(CCNC(=O)c2noc3c2CCc2sccc2-3)cc1OC,-7,76*,-1,52*,3,5,6,17
c1cc(-c2nn[nH]n2)cs1,-2,-6,-1,1,-3,0,-4,-11
CC(=O)N1c2ccccc2O[C@@H]2C[C@@H](NC(=O)c3ccccc3)[C@@H](O)[C@@H]21,12,1,10,-1,5,0,2,17
COc1ccccc1CCNC(=O)c1ccc(COc2ccc3c(c2)CCC3)cc1,-3,-7,-10,2,3,5,-1,2
COc1cc(C)c(CN2CCc3c(nc4cc(-c5cc(C)on5)[nH]n4c3=O)C2)cc1OC,3,5,9,5,5,3,1,-110
COCCN(C)C(=O)c1nc2c(s1)CCCN2c1ccccc1,3,-2,-36,-37,-4,-4,-2,-316

# More results
SMILES,OTUD3 block,USP28 inh,USP30 inh,USP17 inh,USP7 block,USP10 block,UCHL1 inh,USP8 block
Cc1ccc(-c2ccccc2CC2CN(C(=O)Cn3nc(C)nc3C)CCNC2=O)cc1 (stereo not drawn),12,5,9,16,-30,-1,3,5
NS(=O)(=O)c1cccc(NC(=O)/C=C/c2cn(-c3ccccc3)nc2-c2cccc([N+](=O)[O-])c2)c1,5,23,34*,4,19,63*,5,71*
CC(C)CC1OCC2(COC(=O)Nc3ccccc3)COC(CC(C)C)N12 (stereo not drawn),0,9,7,8,-3,11,11,26
COc1ccc(C2[C@@H]3CCCC[C@]3(O)CCN2CC(=O)Nc2ccccc2)cc1 (stereo partly drawn),-33,-28,-109,-47,-20,-6,-9,-12
O=C(NC1CCCCC1)C(c1ccc(F)cc1)N(Cc1ccccc1Cl)C(=O)c1ccc(-c2ccccc2)[nH]1 (stereo not drawn),-5,-6,-9,-1,2,0,1,0
CCOc1ccc2ncc(C(=O)c3ccc(OC)cc3)c(S(=O)(=O)c3ccccc3)c2c1,1,-1,-4,0,11,6,0,-5
COc1cc(/C=C/C(=O)Nc2nnc(C3CC3)s2)cc(OC)c1OC,6,11,-3,0,1,0,2,8
Cn1c(=O)c2ncn(CC(=O)Nc3ccc(-c4nc5ccccc5o4)cc3)c2n(C)c1=O,7,7,0,8,-19,-5,-1,9
Cc1cc(OCC(=O)Nc2ccccc2)nc(N2CCCCCC2)n1,20,18,26,13,-44,4,3,21
O=C(/C=C/c1ccc(Br)cc1)NCCN1CCOCC1,-1,-1,-7,-25,0,-2,0,-238
O=C1c2ccccc2C2c3[nH]c4ccccc4c3C(c3ccc(F)cc3)CN12 (stereo not drawn),-15,1,-53,-20,-16,-4,6,-19
Cc1c(-c2nnc(-c3ccccc3Cl)o2)nnn1-c1ccccc1,6,35*,81*,3,1,4,4,19
Cc1nc(-c2cccc(C(=O)N3CCCN(c4nc5cccnc5o4)CC3)c2)no1,1,3,14,2,0,0,3,3
COc1ccc(-c2nc(CNC(=O)c3ccccc3F)cs2)cc1,7,14,28,4,7,1,3,0
COCC1CCN(C(=O)CCC2CCCN(c3cc(NC4CC4)ncn3)C2)CC1 (stereo not drawn),0,-4,-6,-7,-8,-3,-1,-54
CCC(Oc1ccccc1F)C(=O)Nc1ccc2c(c1)NC(=O)CO2 (stereo not drawn),6,12,23,8,-1,1,1,-8
CCC(Sc1nc2cc(OC)c(OC)cc2c2nc(C)nn12)C(=O)Nc1cccc(C)c1 (stereo not drawn),0,-2,0,-1,4,2,4,-1
COc1ccc(NC(=O)C2CCCN(S(=O)(=O)N3CCOCC3)C2)cc1 (stereo not drawn),-3,2,-17,17,2,-14,-2,20
O=C(c1sc2cnccc2c1-n1cccc1)N1CCc2ccccc2C1,12,2,0,8,-4,5,2,19
CCNS(=O)(=O)c1cc(-c2nc(C)c(C(=O)N3CCCCC3)s2)n(C)c1,7,7,10,-3,-2,0,-1,2
CSCCC(NC(=O)CCc1ccccc1)c1nnc2ccccn12 (stereo not drawn),1,5,25,5,0,7,0,0
Cc1ccccc1S(=O)(=O)N1CCC(c2nnc(C(=O)Nc3ccccc3)s2)CC1,8,6,21,4,5,6,0,7
O=S(=O)(NCC1CCCN(C2CCCCC2)C1)c1cccc2cccnc12 (stereo not drawn),-21,-30,-67,-6,-1,-5,-3,-10
O=C(Cn1c2ncccc2c(=O)n1-c1ccccc1)NCc1ccc(Cl)cc1,-1,-7,0,28,2,6,-1,2
Cc1csc(NC(=O)c2c[nH]c3ccccc3c2=O)n1,-3,-1,-48,-9,8,0,6,7

# Further entries:
SMILES,OTUD3 block,USP28 inh,USP30 inh,USP17 inh,USP7 block,USP10 block,UCHL1 inh,USP8 block
Brc1cccc(/C=C/c2nc3ccccc3o2)c1,-7,-6,3,0,0,7,0,1
COc1c2c(cc3c1C(C(=O)Nc1ccc(C)c(C)c1)N(C)CC3)OCO2 (stereo not drawn),-6,-8,-8,-12,0,-1,0,-24
O=C(CSc1nc2ccccc2c(=O)n1CC1CCCO1)Nc1ncn[nH]1 (stereo not drawn),6,5,17,13,8,2,0,3
Cc1ccccc1-c1nc(-c2ccc(S(=O)(=O)N3CCOCC3)cc2)no1,19,15,29,12,6,6,4,22
COc1ccc(NC(=O)CSc2nc3c(c(=O)[nH]2)CCCC3)c(OC)c1,4,0,3,2,6,3,2,-1
COc1cc(NC(=O)Cn2cnc(S(=O)(=O)N3CCc4ccccc43)c2)cc(OC)c1,28,15,8,4,-3,5,4,9
CCOC(=O)C1CCN(CC(O)COCc2ccc(Cl)cc2)CC1 (stereo not drawn),12,12,24,10,1,0,1,7
CN1C(=O)[C@H](Cc2ccccc2)N(C)C(=O)[C@@H]2[C@H]1CCN2C(=O)NC1CC1,-6,-8,-10,0,2,0,2,-1
COc1ccc(CN2C(=O)c3cc(-c4ccco4)nn3CC2(C)C(=O)NCc2ccc(C)cc2)cc1 (stereo not drawn),-11,1,-13,-13,0,6,0,-30
COc1ccc(Cn2c(=O)[nH]c3cc(C(=O)N4CCC(C(N)=O)(N5CCCCC5)CC4)ccc3c2=O)cc1,0,5,8,0,-31,1,2,7
CC(=O)Nc1ccc(NC(=O)CSc2ncc(CO)n2Cc2ccc(F)cc2)cc1,2,0,0,-5,6,1,2,1
O=C(NCCN1CCOCC1)c1cc(-c2ccc(Br)cc2)nc2ccccc12,-5,-3,4,0,-3,-8,2,-4
CNc1cncc(C2CCCN2C(=O)c2cn3c(C)cccc3n2)n1 (stereo not drawn),8,10,17,12,1,-1,1,13
O=C(COc1ccccc1F)N1CCSc2ccc(Cl)cc21,26,41*,34*,32*,-4,8,5,15
COc1ccc(CCNC(=O)c2cc3c(s2)-c2ccccc2OC3)cc1,-2,.,.,37*,3,10,0,1
O=C(Nc1ccc2c(c1)OCO2)c1ccc2ccccc2n1,-26,-24,-111,-20,-21,-12,-20,-32
COc1ccc(CNC(=O)c2ccccc2-c2ccccc2C#N)cc1,1,-1,-8,-3,0,-2,-1,0
COc1ccc(C(=O)N2CC[C@@]3(O)CCCC[C@H]3C2)cc1,7,.,.,9,0,0,2,1
COc1ccccc1-c1nnc(Sc2ncccc2[N+](=O)[O-])n1-c1ccccc1,20,0,11,-9,-4,3,2,-174
Cc1c(C)c2sc(=O)[nH]c2[nH]c1=O,1,9,1,24,-4,0,0,-8
Cc1ccc(NC(=O)c2cc(CN3CCOCC3)on2)c(C)c1,8,3,12,5,0,-3,0,11
COc1ccc(C(=O)N2CCC(c3ccnc4ccnn34)CC2)cn1,5,0,21,4,.,1,2,2
COc1ccc(CNS(=O)(=O)c2cc(-c3csc(C)n3)ccc2C)cc1,-8,-4,10,7,-1,0,-1,0
CNC(=O)c1c2n(c3ncccc13)CCN(C(=O)c1ccc(C(F)(F)F)nc1)C2,-1,-7,-16,-22,-6,1,-2,-90
Cc1cccc(C(=O)Nc2ccc(Sc3ccccc3Cl)cc2)c1,7,11,21,13,9,11,1,10
Clc1ccc(C[n+]2cc(-c3ccc(Cl)cc3)n3c2CCC3)cc1,16,55*,34*,-2,0,-3,2,-40
CC(C)NC(=O)C1CCc2nc(N3CCN(C(=O)C4CCC4)CC3)sc2C1 (stereo not drawn),-4,-2,9,-1,0,0,-6,-6
CC(C)(C)OC(=O)N1CCc2nnc(C3CCN(C(=O)c4ccccc4)CC3)n2CC1,10,4,14,5,2,0,1,10
C[C@H]1CN(S(=O)(=O)c2ccccc2F)C[C@@H]1c1nc(-c2ccncc2)no1,4,0,4,-6,0,-1,2,-23
O=C(N1CCOCC1)N1CC[C@H]2[C@H]1CCN2c1ncccn1,-14,-18,-16,-18,-8,-6,-8,-49

# Grouped by structure: the entries above containing a Cl atom.
SMILES,OTUD3 block,USP28 inh,USP30 inh,USP17 inh,USP7 block,USP10 block,UCHL1 inh,USP8 block
Cc1nc(-c2cccnc2)nc(N(C)C)c1Cl,12,24,22,14,2,0,2,5
Cc1ccc(Nc2ncc(C(=O)NCC3COc4ccccc4O3)c3ccccc23)cc1Cl (stereo not drawn),0,8,4,0,8,5,4,6
COc1ccc(Cc2noc(C3(c4cccc(Cl)c4)CCOCC3)n2)cc1,-10,-12,-16,-25,-12,3,1,-4
Cc1nc(NC(=O)c2ccc(F)cc2Cl)sc1-c1ccccc1,-3,10,0,-1,-10,0,3,0
O=C(NC1CCCCC1)C(c1ccc(F)cc1)N(Cc1ccccc1Cl)C(=O)c1ccc(-c2ccccc2)[nH]1 (stereo not drawn),-5,-6,-9,-1,2,0,1,0
Cc1c(-c2nnc(-c3ccccc3Cl)o2)nnn1-c1ccccc1,6,35*,81*,3,1,4,4,19
O=C(Cn1c2ncccc2c(=O)n1-c1ccccc1)NCc1ccc(Cl)cc1,-1,-7,0,28,2,6,-1,2
CCOC(=O)C1CCN(CC(O)COCc2ccc(Cl)cc2)CC1 (stereo not drawn),12,12,24,10,1,0,1,7
O=C(COc1ccccc1F)N1CCSc2ccc(Cl)cc21,26,41*,34*,32*,-4,8,5,15
Cc1cccc(C(=O)Nc2ccc(Sc3ccccc3Cl)cc2)c1,7,11,21,13,9,11,1,10
Clc1ccc(C[n+]2cc(-c3ccc(Cl)cc3)n3c2CCC3)cc1,16,55*,34*,-2,0,-3,2,-40
